HttQ103 aggreg: mutant huntingtin aggregation inhibition | actives 1.1% (n = 220,000) | Potency, µM (series often up to 46.1 µM), without a hit: at the highest dose activity change, negative = inhibition, hits mostly inhibitors | PC12 HttQ103-GFP aggregates, Acumen cytometry, 40 h; note: potency is the fitted concentration of half-maximal effect; % is set by controls: 0 for no effect and ±100 for the full control effect; nearly all actives have a fitted effect of over 60% in size
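Ecdysone-promoter PC12 model expressing HTT exon 1 Q103 fused to GFP, induced by tebufenozide at 100 nM final. Compounds titrated; aggregates sized 1–25 µm scored on a 488 nm laser cytometer.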
NPSR antag: blocks cAMP signaling of the human neuropeptide S receptor. Q6W5P4. CHO-NPSR cells, cAMP TR-FRET, antagonist mode. Potency, µM (doses to about 38.3 µM), for the others: top-dose activity change, negative = inhibition, usual class: inhibitors. actives 1% (n = 220,000); note: potency is the fitted concentration of half-maximal effect; % is set by controls: 0 for no effect and ±100 for the full control effect; nearly all actives have a fitted effect of over 50% in size; many of its hits are not listed in these tables
Target sequence (Q6W5P4 whole entry, looked up): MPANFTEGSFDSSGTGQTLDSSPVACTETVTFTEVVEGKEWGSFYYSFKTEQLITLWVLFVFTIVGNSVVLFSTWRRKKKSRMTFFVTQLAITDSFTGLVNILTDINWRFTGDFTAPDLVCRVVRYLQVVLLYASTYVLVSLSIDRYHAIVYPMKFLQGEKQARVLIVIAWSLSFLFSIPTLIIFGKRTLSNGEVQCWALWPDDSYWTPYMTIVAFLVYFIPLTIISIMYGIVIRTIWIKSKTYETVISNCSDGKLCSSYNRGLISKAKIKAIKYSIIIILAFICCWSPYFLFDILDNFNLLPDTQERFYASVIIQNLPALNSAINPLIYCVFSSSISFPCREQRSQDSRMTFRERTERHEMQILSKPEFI
KinaseGlo FLuc: Kinase-Glo luciferase inhibition (counter-screen); Kinase-Glo luciferase, ATP luminescence, 8 min; Q27757; actives 0.28% (n = 200,000); Potency, µM (series often up to 38.3 µM), inactives show top-dose activity change, negative = inhibition, actives largely listed as inhibitors; note: potency is the fitted concentration of half-maximal effect; % is set by controls: 0 for no effect and ±100 for the full control effect; nearly all actives have a fitted effect of over 60% in size
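Recombinant Kinase-Glo luciferase, 10 uM ATP (linear range), luciferin; imidazole pH 7.2 / KCl / MgCl2 / Tween / BSA buffer; 8 min RT; luminescence.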
CBFb-RUNX1 inh: inhibitors of human CBF-beta and RUNX1 interaction | Q01196+Q13951 | AlphaScreen CBFb-His/RUNX1-biotin binding, biochemical | Potency, µM (highest dose often 59.8 µM), inactives show at the highest dose activity, negative = inhibition, most hits filed as inhibitors | 230,000 tested, under 10 active; note: % of control where 0% means no effect
Target sequence (Q01196 whole entry, looked up): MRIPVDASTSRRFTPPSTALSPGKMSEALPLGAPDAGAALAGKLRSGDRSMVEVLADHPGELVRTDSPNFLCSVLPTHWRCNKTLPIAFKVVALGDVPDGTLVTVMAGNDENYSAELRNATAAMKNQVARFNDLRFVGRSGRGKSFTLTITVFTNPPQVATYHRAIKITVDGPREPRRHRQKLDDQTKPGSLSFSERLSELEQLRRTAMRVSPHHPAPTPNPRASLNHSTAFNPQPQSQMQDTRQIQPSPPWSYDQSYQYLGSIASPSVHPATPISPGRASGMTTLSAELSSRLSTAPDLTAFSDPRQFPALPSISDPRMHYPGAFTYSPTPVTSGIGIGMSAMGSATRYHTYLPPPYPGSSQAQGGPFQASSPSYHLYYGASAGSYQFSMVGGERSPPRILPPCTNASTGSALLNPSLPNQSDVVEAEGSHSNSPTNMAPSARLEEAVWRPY
Target sequence (Q13951 whole entry, looked up): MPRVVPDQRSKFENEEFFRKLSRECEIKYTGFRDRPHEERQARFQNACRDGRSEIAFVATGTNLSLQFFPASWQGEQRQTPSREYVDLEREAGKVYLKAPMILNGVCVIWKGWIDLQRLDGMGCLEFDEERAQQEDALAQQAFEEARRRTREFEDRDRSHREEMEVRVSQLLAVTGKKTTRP
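Inhibition was taken as any reduction in AlphaScreen signal from the CBF-beta–RUNX1 pair (His and biotin tags, 30 nM each), measured after compound (15 min) and bead (90 min) incubations at room temperature.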
IMPase Li cell: cell-permeable IMPase inhibitors with lithium potentiation; CHO-M1 cells, IP1 TR-FRET (IP-One), carbachol + lithium; Potency, µM (series often up to 59.4 µM), inactives show at the highest dose activity, negative = IMPase inhibition, actives largely listed as inhibitors; actives 0.35% (n = 210,000);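 note: IP1 builds up when IMPase is blocked and the TR-FRET signal falls; potency is the fitted concentration of half-maximal effect; plate controls were basal vehicle for no effect and high inhibitor control for full effect; nearly all actives have a fitted effect of over 50% in size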
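Steps: plate 2000 CHO-M1 cells per well and culture 16–30 h; add compound and lithium; incubate 30 min, 37C; add d2-IP1 tracer and Eu cryptate anti-IP1 antibody in lysis buffer; read after 10 min at room temperature.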
Epigenetic reg: epigenetic control regulation, reporter derepression; murine LDR cells, GFP reporter derepression, 30 h; Potency, µM (doses to about 53.9 µM), inactives show top-dose GFP activation, actives largely listed as activators; actives 0.2% (n = 280,000); AID 1865; note: potency is the fitted concentration of half-maximal effect; % of control where 0% means no effect; nearly all actives have a fitted effect of over 60% in size
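In this reporter-derepression format, murine cells bearing a silenced integrated CMV-GFP locus incubate with test compound (30 h, 37 C), then are washed and imaged; fluorescent objects of 20–120 um count as induced cells.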
LMNA splice mod: LMNA splicing modulation | AID 1487 | Potency, µM (doses to about 46.1 µM), without a hit: top-dose ratio change, negative = inhibition, usual class: inhibitors | actives 0.01% (n = 200,000) | HeLa LMNA splicing GFP/RFP minigene ratio, 48 h; active = well fitted inhibition curve with a large enough effect in the signal ratio, with a control signal flat, not every such curve was filed as active; inconclusive = small, poorly fitted or top-dose-only effect, or effect the other way, or a change in a side signal; the % refers to the signal ratio; note: potency is the fitted concentration of half-maximal effect; % is set by controls: 0 for no effect and ±100 for the full control effect
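S3 HeLa stable clones carrying a lamin A-EGFP splicing minigene plus DsRed2 were seeded at 600 cells/well in Opti-MEM with 2% FBS, pin-dosed and incubated 48 h at 37°C. Acumen cytometry (488 nm) gave the GFP/RFP total-intensity ratio.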
An asterisk follows results filed as active; ? = inconclusive; . = no result given; & = joins results of further samples; [ ] = dose if it differs, or a comment. Unless noted, calls come from the whole dose curve; as a rule, active = well fitted curve in the direction sought with a large enough effect; inconclusive = small, poorly fitted or top-dose-only effect, or another doubt; inactive = no such curve, though single readings can be large; an effect the other way counts as inactive or inconclusive. These rows are one share of the data; count on the stated rates, not on these rows.

SMILES	HttQ103 aggreg	NPSR antag	KinaseGlo FLuc	CBFb-RUNX1 inh	IMPase Li cell	Epigenetic reg	LMNA splice mod
O=C(Nc1cccc(OC(F)(F)F)c1)c1ccc(Br)o1	?	1%[46.1 µM]	-2%	12%	7%[38.3 µM]	-2.6%	?
Fc1ccc(-c2csc(/C=C/c3ccc4c(c3)OCO4)n2)cc1	25%	15%	-2%	12%	-9%	0.0%	-8%
CCOc1ncccc1C(=O)N1CCCSC1=Nc1ccccc1OC	14%	-9%	-1%	-2%	10%	1.3%	17%[46 µM]
O=C(Nc1ccc(Cl)cn1)c1cccnc1	-5%	-9%[46.1 µM]	-3%	15%	13%[38.3 µM]	-3.2%	-24%
COc1ccc(O)c(C(=O)C2c3ccccc3C(=O)N2c2ccc(C)cc2)c1 (stereo not drawn)	-2%[9.22 µM]	46%	.	5%	.	0.0%	-9%[46 µM]
Cc1ccc(C(CC(=O)c2ccco2)SCCO)cc1 (stereo not drawn)	11%	-8%[46.1 µM]	-8%	0%	-2%[38.3 µM]	1.3%	?
COC(=O)[C@@]1(Cc2ccc(OC)cc2)[C@H]2c3cc(C(=O)N4CCCC4)n(CCF)c3C[C@H]2CN1C(=O)c1ccccc1	.	.	-2%	-1%	9%	9.2%	.
O=C(O)c1cnc2ccccc2n1	-6%	-12%[46.1 µM]	-4%	-1%	-13%[38.3 µM]	1.3%	12%
O=C1CCCc2c1[nH]c1c(Br)cccc21	-15%	-2%[46.1 µM]	14%	6%	-5%[38.3 µM]	6.1%	16%
COc1ccc(N2C(C)=CS/C2=C(/C#N)c2nnc(N3CCOCC3)n2-c2ccccc2)cc1	2%	-10%[46.1 µM]	7%	3%	7%[38.3 µM]	-2.2%	3%
C=C(C)CSc1nc(N)c2c3c(sc2n1)CCC3	6%	-10%[46.1 µM]	.	-2%	.	-11%	-2%
O=C(Nc1ccccc1C(=O)N1CCCCC1)NC1CCCCC1	-4%[9.22 µM]	-7%	1%	9%	8%	1.1%	.
CCCCOc1ccc(C(=O)NCC(=O)OCC(=O)N2CCN(S(=O)(=O)c3ccc(C)cc3C)CC2)cc1	-5%	9%	-1%	2%	-7%	-1.5%	-5%
CN(Cc1ccccc1)S(=O)(=O)c1ccc(Cl)c(C(=O)NCCc2ccccn2)c1	0%	-16%	1%	13%	3%	10%	?
O=[N+]([O-])c1cc(C2Nc3cccc4cccc(c34)N2)ccc1Cl	19%	-2%	0%	8%	12%	-1.1%	?
c1ccc(-c2nnc(CN3CCN(c4ccccc4)CC3)o2)cc1	-30%	16%	-2%	6%	-2%	4.4%&-1.9%	.
COc1cccc(NC(=O)CSc2nc3ccccc3c(=O)n2Cc2cccs2)c1	6%	-44%	0%	-12%	4%	-3.2%	?
O=C(NNc1cccc(Cl)n1)Nc1ccccc1F	-1%	3%	-1%	13%	10%	-0.4%	?
CCOC(=O)CCC(=O)O[C@H]1C(O[C@@H]2C(C)[C@H](O[C@H]3C[C@@](C)(OC)C(O)C(C)O3)C(C)C(=O)OC(CC)[C@@](C)(O)C(O)[C@H](C)C(=O)C(C)C[C@]2(C)O)OC(C)CC1N(C)C (stereo partly drawn)	.	.	-4%	9%	12%	-0.5%	.
CCOc1ccc(C(O)c2nccn2C)cc1 (stereo not drawn)	-5%	-6%[46.1 µM]	1%	1%	-10%[38.3 µM]	-0.9%	-3%
Cc1ccc(-n2nc3c(c2NC(=O)c2cccs2)CSC3)cc1	-3%	-29%[46.1 µM]	-3%	-4%	8%[38.3 µM]	-1.2%	-25%
N=c1n(CCCOc2ccc(Br)cc2)c2ccccc2n1CC(N)=O	-19%[9.22 µM]	-4%	.	0%	.	2.0%	.
Cc1ccc(C)c(-n2cc[nH]c2=S)c1	29%	1%[46.1 µM]	.	-12%	.	5.2%	-10%
c1ccc2c(N3CCOCC3)nc(N3CCOCC3)nc2c1	-2%	-5%[46.1 µM]	-3%	-8%	3%	0.0%	-13%
O=[N+]([O-])c1ccc(COc2ccc(-c3[nH]ncc3-c3ccccc3)c(O)c2)cc1	31%	-17%	3%	-6%	13%	-1.1%	?
CC(=O)NS(=O)(=O)c1ccc(NC(=O)CCC2CCCC2)cc1	-18%	-10%[46.1 µM]	0%	6%	17%[38.3 µM]	-1.1%	-3%
CCOCCCNC(=O)CCC(=O)NNc1nc2ccccc2c2nc(C)nn12	-1%	12%	1%	1%	3%	-0.1%&-1.1%	.
CC(=O)N1CCc2cc(Br)cc(S(=O)(=O)N3CCN(C(=O)c4ccco4)CC3)c21	-8%	-14%[46.1 µM]	-4%	3%	-9%[38.3 µM]	0.0%	5%
CN(C)c1c2ccccc2nc2c(F)c(F)c(F)c(F)c12	-7%	-48%	-3%	4%	-16%	?	.
COc1cccc(NC(=S)NCc2ccccn2)c1	1%	9%	-2%	-17%	27%	-0.9%	6%
CN1N=C(C(=O)Nc2ccc3c(c2)CCC3)CCC1=O	0%	7%	0%	-2%	0%	-0.2%	-5%[46 µM]
CCOc1ccc(S(=O)(=O)N2CCCCC2)c(C)c1C	?	-28%	0%	0%	13%	21%	.
NC(=O)c1ccccc1NC(=O)CN1CCOCC1	6%	-7%[46.1 µM]	-2%	3%	6%	0.0%	-11%
O=C(COc1ccccc1)NNc1nc2ccccc2s1	2%[9.22 µM]	4%	.	-6%	.	-1.0%	.
COc1cc(-c2n[nH]c(=O)o2)cc(OC)c1OC	-12%	11%	2%	0%	4%	-0.1%	1%
Cc1ccc(-n2c(SCC(=O)NCCN3C(=O)CSC3=O)nnc2-c2ccccc2)cc1C	5%	19%	-2%	-3%	2%	-0.1%	-6%
Cc1cccnc1NC(=O)C1COc2ccccc2O1 (stereo not drawn)	-3%	17%	-2%	0%	-6%	-0.2%	.
CC(C)CN(C(=O)CSc1nnc(-c2ccco2)o1)c1c(N)n(Cc2ccccc2)c(=O)[nH]c1=O	14%	-6%	-2%	-5%	7%	-4.5%	?
CC1=CC(=C(C#N)C#N)C=C(C)N1CCC(C)C	-20%	-17%	-2%	14%	1%	1.1%	?
COc1cc(C(=O)Nc2ccc(NC(=O)C3CC3)nc2)cc(OC)c1OC	10%	3%[46.1 µM]	-3%	-2%	-3%[38.3 µM]	-0.2%	-6%
c1ccc2c(c1)CNC1(CCCCC1)C2	-19%	-4%[46.1 µM]	0%	2%	28%[38.3 µM]	0.0%	-6%
CCOC(=O)c1cc2c(=O)n3cccc(C)c3nc2n(Cc2ccco2)c1=NC(=O)c1ccccc1	-7%	-21%[46.1 µM]	-3%	-9%	-13%[38.3 µM]	11%	1%
O=C1c2ccccc2-c2onc3ccc(Oc4ccccc4)c1c23	?	?	0%	-26%	27%	?	?
Cc1ccc(OCC(=O)Nc2ccc(F)cc2)c([N+](=O)[O-])n1	6%	-2%	-3%	-2%	2%	-3.1%	-3%[46 µM]
O=C(C[n+]1ccc2c(c1)nnn2-c1ccccc1)c1ccc(Cl)cc1	5%[9.22 µM]	-24%	.	-3%	.	-0.4%	.
COC(=O)NCc1cc2cc(Cl)ccc2[nH]1	7%	18%[46.1 µM]	-4%	9%	7%	-1.2%	-14%
Cc1ccc(-n2nc3c(SCCN4CCOCC4)nnc(C)c3c2C)cc1	24%	-2%	-2%	7%	-16%	0.0%	17%
COc1ccc(NC(=O)Nc2ccc(OC)cc2)cc1	-2%	-8%[46.1 µM]	-2%	-3%	28%[38.3 µM]	0.0%	-2%

Looked up above:
KinaseGlo FLuc result of COC(=O)NCc1cc2cc(Cl)ccc2[nH]1 → -4%
HttQ103 aggreg result of CC1=CC(=C(C#N)C#N)C=C(C)N1CCC(C)C → -20%

Reprinted at random: 4 records from the list
SMILES	HttQ103 aggreg	NPSR antag	KinaseGlo FLuc	CBFb-RUNX1 inh	IMPase Li cell	Epigenetic reg	LMNA splice mod
O=C(O)c1cnc2ccccc2n1	-6%	-12%[46.1 µM]	-4%	-1%	-13%[38.3 µM]	1.3%	12%
c1ccc(-c2nnc(CN3CCN(c4ccccc4)CC3)o2)cc1	-30%	16%	-2%	6%	-2%	4.4%&-1.9%	.
Cc1ccc(-n2nc3c(c2NC(=O)c2cccs2)CSC3)cc1	-3%	-29%[46.1 µM]	-3%	-4%	8%[38.3 µM]	-1.2%	-25%
Cc1ccc(C)c(-n2cc[nH]c2=S)c1	29%	1%[46.1 µM]	.	-12%	.	5.2%	-10%

Continued:
SMILES	HttQ103 aggreg	NPSR antag	KinaseGlo FLuc	CBFb-RUNX1 inh	IMPase Li cell	Epigenetic reg	LMNA splice mod
COc1ccc(C(=O)NCCSCc2ccccc2)cc1OC	-8%	8%	3%	4%	2%	0.1%	-4%[46 µM]
CCCNC(=O)c1ccc(CN2CCc3ccccc3C2)cc1	6%	3%[46.1 µM]	1%	-2%	13%	1.0%	0%
COc1ccc(-n2c(C)cc(/C=N/Nc3nnc(C)n3N)c2C)cc1	-13%	28%	2%	-6%	14%	-1.0%	1%
CCCC1C2CN(C(C)=O)CC=C2C(C#N)=C(N)C1(C#N)C#N (stereo not drawn)	1%	2%[46.1 µM]	2%	5%	14%[38.3 µM]	-2.2%	1%
CC1CCC(NC(=O)Cn2cc3c(n2)CCCC3)CC1 (stereo not drawn)	-11%	-5%[46.1 µM]	-5%	5%	-2%[38.3 µM]	-0.2%	-3%
CCC[C@@H](NS(=O)(=O)c1ccc(C)cc1)C(=O)Oc1ccc2c3c(c(=O)oc2c1)CCC3	-11%	-24%[46.1 µM]	.	-7%	.	-0.9%	?
Cc1cc(C)nc(N2C(=O)CC(C(=O)O)NC2=NCCc2c[nH]c3ccccc23)n1 (stereo not drawn)	-6%	11%[46.1 µM]	0%	5%	-1%[38.3 µM]	-4.9%	4%
COc1ccc(S(=O)(=O)N2CCN(C(=O)c3cccs3)CC2)cc1	-11%	2%[46.1 µM]	0%	3%	10%[38.3 µM]	0.7%	5%
CCOC(=O)C1=C(CS(=O)(=O)c2ccccc2)NC(=O)NC1c1ccccc1 (stereo not drawn)	17%	-10%[46.1 µM]	0%	2%	8%[38.3 µM]	-0.6%	3%
Cc1cc(Br)ccc1NC(=O)C(C)c1ccc([N+](=O)[O-])cc1 (stereo not drawn)	-14%	-20%	-1%	-10%	7%	1.5%	?
Cc1ccc(-c2nc3ccccc3[nH]2)cc1NC(=O)c1ccco1	9%	-6%[46.1 µM]	-3%	-2%	15%[38.3 µM]	-1.0%	-2%
COc1ccc(CN2CCC(C(=O)NCCc3ccc(OC)c(OC)c3)CC2)c(OC)c1	-7%	7%[46.1 µM]	1%	2%	-6%[38.3 µM]	-2.6%	5%

Assay outcomes from PubChem BioAssay.
